PTPN22 act – increases human PTPN22 phosphatase activity | activation, % at 2 µM | recombinant LYP, DiFMUP fluorescence; 0 = plate median, 100 = signal doubled | 96,000 compounds, 0.11% hits | AID 697;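 active = activation at 2 µM above a set limit, the mean plus 5 SD, cut at about 37% in these data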
PTPN22 inh 2 – blocks human PTPN22 phosphatase activity | 96,000 compounds, 0.21% hits | recombinant LYP catalytic domain, DiFMUP fluorescence | Q9Y2R2 | inhibition, % at 2 µM | AID 640;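 active = inhibition at 2 µM at or above a set limit, the screen mean plus 3 SD, cut at about 24% in these data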;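 also: 0% = DMSO with enzyme and 100% = enzyme fully blocked by orthovanadate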
EphB4 antag – antagonists of human EphB4-ephrin-B2 interaction; P54760; EphB4 LBD / TNYL-RAW-Alexa532 peptide, fluorescence polarization; inhibition, % at 7 µM; 97,000 compounds, 0.15% hits;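 active = inhibition above the screen-wide mean inhibition plus 3 SD, cut at about 15% in these data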;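 also: 0% = DMSO wells and 100% = excess unlabeled TNYL-RAW peptide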
Target sequence (P54760 whole entry, looked up, the tested form may be a part): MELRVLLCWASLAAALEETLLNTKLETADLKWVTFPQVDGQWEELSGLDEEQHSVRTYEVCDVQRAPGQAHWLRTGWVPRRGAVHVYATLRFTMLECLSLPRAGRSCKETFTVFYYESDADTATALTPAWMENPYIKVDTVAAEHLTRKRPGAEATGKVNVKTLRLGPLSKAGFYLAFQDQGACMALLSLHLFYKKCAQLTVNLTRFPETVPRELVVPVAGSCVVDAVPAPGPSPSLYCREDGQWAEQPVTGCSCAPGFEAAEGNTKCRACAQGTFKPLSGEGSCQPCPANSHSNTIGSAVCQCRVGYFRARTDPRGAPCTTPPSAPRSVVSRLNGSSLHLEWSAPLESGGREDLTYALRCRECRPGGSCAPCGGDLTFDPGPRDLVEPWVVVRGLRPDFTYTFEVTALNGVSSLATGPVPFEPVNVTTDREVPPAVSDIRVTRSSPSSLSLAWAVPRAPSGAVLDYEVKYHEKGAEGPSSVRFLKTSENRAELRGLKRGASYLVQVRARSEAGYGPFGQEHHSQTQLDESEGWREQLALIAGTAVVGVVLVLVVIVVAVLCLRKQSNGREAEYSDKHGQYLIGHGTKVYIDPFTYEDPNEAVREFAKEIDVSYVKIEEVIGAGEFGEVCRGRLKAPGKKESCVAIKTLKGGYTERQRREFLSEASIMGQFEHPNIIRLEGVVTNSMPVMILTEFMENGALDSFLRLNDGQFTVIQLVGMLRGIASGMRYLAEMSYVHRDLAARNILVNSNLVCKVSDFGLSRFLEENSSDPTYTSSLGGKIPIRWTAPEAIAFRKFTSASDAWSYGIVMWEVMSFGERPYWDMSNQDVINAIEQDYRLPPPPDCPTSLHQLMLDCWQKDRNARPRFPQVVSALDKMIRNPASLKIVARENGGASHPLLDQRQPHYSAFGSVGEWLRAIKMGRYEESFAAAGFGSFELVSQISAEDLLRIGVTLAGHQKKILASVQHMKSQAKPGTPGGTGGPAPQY
S1P2 agonist – agonists of human S1P2 receptor; O95136; S1P2-expressing cell line, agonist reporter read-out; activation, % at 4.5 µM; 97,000 compounds, 0.46% hits; in the data active = activation above about 16%;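 also: 0% = vehicle low control and 100% = maximal reference agonist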
FAK blocker – inhibitors of human focal adhesion kinase. Q05397. biochemical FAK kinase activity assay. inhibition, %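 (tested at 7 µM)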. 97,000 compounds, 0.84% hits; in the data active = inhibition above about 19%;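 also: 0% = DMSO and 100% = reference compound high control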
S1P2 antag – S1P2 (human) receptor antagonism; O95136; cell-based S1P2 antagonist assay, inhibition at 5 uM; inhibition, % at 5 µM; 97,000 compounds, 0.21% hits; AID 736; in the data active = inhibition above about 45%;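 also: CRE beta-lactamase reporter cells expressing human S1P2 stimulated with S1P; 0% = agonist at EC80 alone and 100% = agonist plus reference antagonist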
Rev-RRE block – inhibitors of HIV-1 Rev-RRE RNA interaction | P05866 | Rev peptide-RRE RNA binding, FRET | inhibition, % at 8 µM | 97,000 compounds, 0.79% hits | AID 704;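 active = inhibition above the screen-wide mean plus 3 SD, cut at about 35% in these data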;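 also: 0% = median DMSO wells and 100% = median Neomycin B control wells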
Target sequence (P05866 whole entry, looked up): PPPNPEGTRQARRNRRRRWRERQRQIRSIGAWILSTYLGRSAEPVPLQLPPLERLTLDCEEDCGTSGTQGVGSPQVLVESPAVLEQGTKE
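Assay system: Rev peptide and RRE RNA, both fluorescently labelled; times: 5 min preincubation and 15 min binding, 25 °C; detection: FRET, ex 480 nm, em 540 and 671 nm; read-out basis: % inhibition from 671/540 nm acceptor-to-donor ratio, scaled between controls; benchmarks: DMSO low control, neomycin B high control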
PostGolgi yeast – growth inhibition of a yeast mutant, post-Golgi transport screen | post-Golgi transport phenotypic cell assay | inhibition, % at 10 µM | 98,000 compounds, 0.9% hits;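 also: yeast cells grown in 1536-well plates; yeast grown about 18 h at 30C before absorbance read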
PostGolgi ctrl – yeast control strain growth, post-Golgi counter-screen; efflux-deficient yeast background strain, growth absorbance A615, 16 h; inhibition, % at 10 µM; 98,000 compounds, 5% hits
An asterisk follows results filed as active; / = no result given. Rule as the data show it, unless noted: active = inhibition above about 30%; inactive = the rest.

Start of the listing, in advance (2 entries):
SMILES | PTPN22 act | PTPN22 inh 2 | EphB4 antag | S1P2 agonist | FAK blocker | S1P2 antag | Rev-RRE block | PostGolgi yeast | PostGolgi ctrl
CCOC(=O)c1cnn2c(N)c(C#N)nnc12 | -2 | 1 | -7 | -1 | -2 | -8 | 4 | 12 | 1
O=C(NCCCN1CCN(c2ccccc2F)CC1)C1CCN(S(=O)(=O)c2cccs2)CC1 | 9 | -11 | 5 | -7 | 1 | 20 | 8 | 6 | -6

The whole of this part, from the first entry:
SMILES | PTPN22 act | PTPN22 inh 2 | EphB4 antag | S1P2 agonist | FAK blocker | S1P2 antag | Rev-RRE block | PostGolgi yeast | PostGolgi ctrl
CCOC(=O)c1cnn2c(N)c(C#N)nnc12 | -2 | 1 | -7 | -1 | -2 | -8 | 4 | 12 | 1
O=C(NCCCN1CCN(c2ccccc2F)CC1)C1CCN(S(=O)(=O)c2cccs2)CC1 | 9 | -11 | 5 | -7 | 1 | 20 | 8 | 6 | -6
CCCCCn1c(SCC#N)nc2cc(C(=O)NCC3CCCO3)ccc2c1=O (stereo not drawn) | -1 | -2 | 13 | 2 | -4 | 11 | 5 | -9 | -9
CCOC(=O)C1=C(C)NC(=O)NC1c1cc(Br)c(O)c(OC)c1 (stereo not drawn) | 7 | -4 | -2 | -5 | -5 | 3 | -1 | 0 | 16
O=C(Cc1ccccc1)NCCS(=O)c1ccc(Cl)cc1 (stereo not drawn) | 11 | -8 | -6 | -3 | -1 | 3 | 1 | -2 | -8
CC(=O)c1oc2ccccc2c1NC(=O)CCCN1C(=O)c2ccccc2C1=O | 2 | -5 | -1 | 2 | 1 | -6 | 5 | -16 | 6
O=C(NCCNC(=O)c1cc(OCC(F)(F)F)ccc1OCC(F)(F)F)Nc1ccc(Cl)cc1 | -2 | 5 | 3 | -5 | -10 | 27 | 14 | -8 | 2
CCn1c(O)c(/C=N/N=C/c2ccccc2)c2ccc(C3=NNC(=O)CC3)cc21 | -9 | 9 | 1 | 0 | 3 | 12 | 57* | 3 | 48*
O=C1CNC(=O)N1Cc1ccc(Br)cc1 | 9 | -15 | 3 | -3 | -2 | 13 | -1 | 3 | 7
COc1cccc(CNC(=O)c2ccc3nc[nH]c3c2)c1 | 0 | -2 | -1 | -6 | -8 | 6 | 6 | 2 | -12
COc1cc(OC)cc(OCC(O)Cn2cnc(-c3ccccc3)c2)c1 (stereo not drawn) | -6 | 4 | 2 | -1 | 0 | -1 | 6 | 1 | 19
COC(=O)c1ccccc1N1C(=O)C2C(C1=O)C1C=CC2C12CC2 (stereo not drawn) | 4 | -6 | -5 | -6 | -9 | 9 | -1 | -1 | 1
CCOc1ccc(C2C(C#N)=C(N)Oc3cc(C)n(CCN(C)C)c(=O)c32)cc1OCC (stereo not drawn) | -9 | 4 | -1 | -1 | 1 | 1 | 0 | 3 | -4
COc1ccc(NC(=O)CCn2nnc(-c3ccc(C)cc3)n2)cc1OC | -9 | 6 | 7 | -6 | 0 | -9 | 8 | / | /
O=C1c2ccccc2C(=O)N1CCc1csc(-c2ccccc2)n1 | 6 | -9 | 8 | -1 | 0 | -16 | 7 | 0 | 14
O=C(NNC(=O)C1CCCO1)c1ccccc1Cl (stereo not drawn) | 7 | -2 | 6 | -3 | -1 | 8 | 6 | -8 | 2
O=C1CCCc2sc3c(c2N1)CCCCC3 | 0 | -3 | -6 | -3 | 9 | -15 | -3 | -1 | 6
CCCC(c1nnnn1CCc1ccccc1)N1CCN(C2CCCC2)CC1 (stereo not drawn) | 2 | 2 | 2 | -5 | -3 | 0 | 3 | -4 | -8
CC(C)NC(=O)c1ccc(-c2ccccc2C(F)(F)F)o1 | -5 | 7 | 5 | -6 | 3 | 23 | 10 | -10 | 11
COc1ccccc1C(=O)N1CCCC(c2nc(-c3cc(OC)c(OC)c(OC)c3)no2)C1 (stereo not drawn) | 2 | -6 | -2 | 3 | -1 | -37 | 4 | -8 | 7
O=C(CN1CCC(C(=O)c2ccc3c(c2)OCCO3)CC1)NC1CCCC1 | 1 | -2 | 0 | -4 | -4 | 25 | -1 | -19 | 1
CC(=O)c1cccc(-n2nnnc2SCC(=O)N2CCCC2)c1 | -10 | 16 | 1 | -6 | 1 | 12 | 4 | -3 | 6
O=C(CSc1ccc2nnc(-c3ccncc3)n2n1)NCc1ccco1 | -3 | 2 | -1 | -3 | 7 | -5 | 6 | -1 | -2
CC1CCCN(C(=O)c2ccc(CNc3c(N4CCCCC4)c(=O)c3=O)cc2)C1 (stereo not drawn) | 4 | -7 | 3 | -4 | 7 | 19 | 5 | 4 | 4
O=C1NCC2=C1C(c1ccc(Br)cc1)Nc1ccccc1N2 (stereo not drawn) | 13 | -16 | -1 | -2 | -3 | -8 | 1 | -4 | 25

Three structures already listed, sorted by formula weight, ascending.
SMILES | PTPN22 act | PTPN22 inh 2 | EphB4 antag | S1P2 agonist | FAK blocker | S1P2 antag | Rev-RRE block | PostGolgi yeast | PostGolgi ctrl
O=C(CN1CCC(C(=O)c2ccc3c(c2)OCCO3)CC1)NC1CCCC1 | 1 | -2 | 0 | -4 | -4 | 25 | -1 | -19 | 1
CCOc1ccc(C2C(C#N)=C(N)Oc3cc(C)n(CCN(C)C)c(=O)c32)cc1OCC (stereo not drawn) | -9 | 4 | -1 | -1 | 1 | 1 | 0 | 3 | -4
O=C(NCCCN1CCN(c2ccccc2F)CC1)C1CCN(S(=O)(=O)c2cccs2)CC1 | 9 | -11 | 5 | -7 | 1 | 20 | 8 | 6 | -6

(listing goes on)
SMILES | PTPN22 act | PTPN22 inh 2 | EphB4 antag | S1P2 agonist | FAK blocker | S1P2 antag | Rev-RRE block | PostGolgi yeast | PostGolgi ctrl
Cc1ccc(-n2c(C)cc(C(=O)OCC(=O)N(CC(C)C)C3CCS(=O)(=O)C3)c2C)cc1 (stereo not drawn) | 0 | -2 | 0 | -3 | -2 | 14 | 4 | 0 | -7
CC1CCc2nn(CC(=O)NCCN3CCOCC3)cc2C1 (stereo not drawn) | -7 | 6 | 5 | -6 | -9 | 14 | 0 | 1 | 8
C=CCc1c(C)nc(SCC(=C)C)[nH]c1=O | 2 | -2 | 5 | -8 | -1 | -10 | 8 | 6 | 5
CN(C)S(=O)(=O)c1ccc(C(=O)Oc2ccccc2)cc1 | 2 | -2 | -2 | -4 | 2 | -14 | 8 | -6 | 14
Cc1ccc(-c2cc(C(F)(F)F)n3nc(C(=O)NCCCn4ccnc4)cc3n2)cc1C | 3 | 0 | 1 | -2 | 1 | -8 | 3 | -3 | 15
CCOC(=O)CSC1=C(C#N)C(c2sccc2C)C(C(C)=O)=C(C)N1 (stereo not drawn) | 14 | -12 | -4 | -6 | -3 | -13 | 6 | 8 | 22
CC(=O)NC1C(=O)N=C(SCc2ccccc2)NC1=O (stereo not drawn) | -8 | 5 | -4 | -4 | -2 | 16 | 8 | -3 | 14
Cc1ccc(C(C)C)c(OCC(O)CN2CCN(CCO)CC2)c1 (stereo not drawn) | -4 | 5 | 2 | -7 | 1 | 6 | -2 | / | /
CC(=O)Nc1ccc(S(=O)(=O)N[C@@H](C)C(=O)Nc2ccc(N3CCOCC3)cc2)cc1 | 6 | -2 | -4 | -6 | -4 | -1 | 2 | -6 | -7
COc1ccc(CCNC(=O)C2CC(=O)N(c3ccc(F)cc3)C2)cc1OC (stereo not drawn) | 5 | -8 | -3 | -1 | -3 | 9 | 0 | -4 | 3
O=C(CCC1CCCCC1)Nc1ccc(S(=O)(=O)Nc2nccs2)cc1 | 5 | -4 | 3 | -5 | 1 | -1 | 5 | -8 | -8
O=C(NCCN1CCCCC1)c1cc(OCC(F)(F)F)ccc1OCC(F)(F)F | -6 | 4 | 2 | -6 | 1 | 4 | 4 | -1 | 5
CC(C)(C)CC(=O)Nc1nnc(C(F)(F)F)s1 | 10 | -9 | 6 | -2 | -1 | 4 | 7 | / | /
CCCOCCOC(=O)C1=C(C)NC(=O)NC1c1cc(Cl)c(O)c(OC)c1 (stereo not drawn) | 1 | -3 | 4 | -9 | -1 | 17 | 4 | 3 | 5
O=C(Nc1ccc(Cl)c(C(F)(F)F)c1)c1ccco1 | -3 | 3 | -4 | -7 | -4 | 7 | 6 | 0 | 22
CCc1nc(SCC(=O)NCCc2ccc(OC)c(OC)c2)c2c(=O)n(C)c(=O)n(C)c2n1 | 4 | -5 | / | / | / | / | / | -8 | 7
N#Cc1nc(COc2ccccc2)oc1NCCN1CCOCC1 | -4 | 3 | 0 | -4 | -1 | -4 | 4 | 1 | 11
CCOC(=O)c1cnc(Nc2nc3ccccc3o2)nc1CSc1ncccn1 | -5 | 4 | 12 | -3 | -3 | 4 | 7 | / | /
O=C(c1cnn2c(C(F)(F)F)cc(-c3ccc4c(c3)OCO4)nc12)N1CCCC1 | 3 | -2 | 1 | -1 | 2 | 13 | 5 | -1 | 5
CCC1(C(=O)O)NC(c2cc(OC)ccc2O)C2C(=O)N(Cc3ccccc3)C(=O)C21 (stereo not drawn) | 0 | 0 | -10 | -4 | -10 | -2 | 1 | 3 | 1
COc1ccc(Oc2coc3cc(OC(=O)c4cccs4)ccc3c2=O)cc1 | -3 | 5 | -3 | -5 | 0 | 15 | 12 | -11 | -14
COCCNC(=O)c1onc(CSc2cc(C)ccc2C)c1C(=O)O | 5 | -2 | -6 | -10 | -8 | 0 | 2 | -3 | 15
Cc1ccc(NC(=S)NCc2ccccn2)cc1 | -13 | 16 | 1 | -2 | 2 | -24 | 2 | 1 | -1
C=CCn1c(NC(=O)c2ccc(Br)o2)c(S(=O)(=O)c2ccccc2)c2nc3ccccc3nc21 | 3 | 0 | 4 | 0 | 5 | 6 | 18 | 6 | 8
CCOC(=O)c1nnn(-c2nonc2-n2cccc2)c1CN1CCCCC1 | -9 | 7 | -1 | -4 | 3 | 16 | 9 | -3 | 21

Continued.
SMILES | PTPN22 act | PTPN22 inh 2 | EphB4 antag | S1P2 agonist | FAK blocker | S1P2 antag | Rev-RRE block | PostGolgi yeast | PostGolgi ctrl
COC(=O)c1ccc(OCC(O)CN2CCC(C)CC2)cc1 (stereo not drawn) | -1 | -2 | -1 | -4 | -1 | 15 | 1 | 2 | /
COC(=O)CC(=O)CSc1nc2c(cc1C#N)CCC2 | 2 | -1 | -9 | 4 | 2 | -7 | 3 | -21 | -8
O=C(CSc1nnc(Cc2ccccc2)n1Cc1ccccc1)NCc1ccco1 | -3 | 0 | 2 | -8 | -1 | -10 | 1 | / | /
CCC(C)[C@H](NC(=O)NCc1ccco1)C(=O)O (stereo partly drawn) | -2 | 4 | -1 | -9 | 6 | 13 | 4 | 2 | 6
COc1ccc(CCNC(=O)CN(c2ccc(OC)c(OC)c2)S(C)(=O)=O)cc1OC | 26 | -24 | -4 | 0 | -3 | -4 | 8 | -8 | -10
CC1CCN(C(=S)NC(=O)c2ccccc2)CC1 | 10 | -11 | 0 | 1 | 1 | -12 | 8 | -4 | 14
Cc1ccc(C(=O)NCC(=O)OCC(=O)c2c(N)n(C)c(=O)n(C)c2=O)s1 | 4 | -8 | -11 | 3 | -3 | -8 | -6 | 6 | 1
O=C1C2CC=C(Cl)CC2C(=O)N1CCCCCCN1C(=O)C2CC=C(Cl)CC2C1=O (stereo not drawn) | -8 | 11 | 3 | -7 | 6 | -2 | 29 | -5 | 10
COc1ccc(OC)c(C(=O)Cn2nnc3ccccc3c2=O)c1 | -5 | 2 | -4 | 1 | 3 | 21 | 8 | 16 | 9
Cc1ccc(S(=O)(=O)CC(=O)N2CCCC2)cc1 | 10 | -9 | -1 | -4 | -1 | -10 | 8 | 3 | -3
O=C(CSc1nc2ccc(Cl)cc2[nH]1)NCc1ccco1 | -1 | 0 | 2 | -1 | -1 | -7 | 9 | -6 | 1
COC(=O)C(N)Cc1ccc(O)c(O)c1 (stereo not drawn) | 0 | 1 | -1 | -4 | 1 | -4 | 5 | 7 | 5
O=C(NCCNc1ccc([N+](=O)[O-])cc1C(F)(F)F)c1ccccc1F | 6 | -1 | 1 | -4 | 2 | -15 | 2 | -3 | -3
Cc1ccc(C(=O)c2c[nH]cc2-c2ccccc2)cc1 | -1 | -5 | -2 | -3 | -1 | -16 | 0 | / | /
CCOc1c2ccc(C(=O)NCC34CC5CC(CC(C5)C3)C4)cc2nn1CC | 7 | -4 | -1 | -10 | -4 | 3 | 2 | 5 | -1
